ERK AVP inh – blocks ERK signaling stimulated by vasopressin. HEK293-V1b, vasopressin-stimulated pERK AlphaScreen. Potency, µM (titrated, usually from 57.5 µM), inactives show at the top dose activity, negative = inhibition, usual class: inhibitors. 0.99% of 72,000 active; further: potency means the concentration at half of the fitted maximal effect; on the % scale 0 is the no-effect control and ±100 the full control effect; nearly all actives have a fitted effect of over 55% in size
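V1b-HEK293 cells; cpd 30 min 37C; 25 nM vasopressin 5 min; lyse 10 min; AlphaScreen beads 5 hr RT. Normalized to DMSO basal and 25 nM vasopressin; AC50 by Hill fit.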
Casp1 inh – caspase-1 (human) inhibition, allosteric or competitive; P29466; Caspase-1 enzyme, Ac-WEHD-AFC fluorogenic rate; Potency, µM (top dose mostly 57.5 µM), for inactives: top-dose activity change, negative = inhibition, actives largely listed as inhibitors; 0.03% of 75,000 active;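 further: potency means the concentration at half of the fitted maximal effect; plate controls were vehicle for no effect and no substrate for full effect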
Target sequence (P29466 120-297 limits assumed): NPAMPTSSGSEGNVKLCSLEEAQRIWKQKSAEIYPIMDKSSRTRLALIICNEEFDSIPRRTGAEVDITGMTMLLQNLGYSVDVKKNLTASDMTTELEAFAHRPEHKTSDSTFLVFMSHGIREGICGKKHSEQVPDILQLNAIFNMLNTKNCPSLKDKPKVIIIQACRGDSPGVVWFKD
Target sequence (P29466 317-404 limits assumed): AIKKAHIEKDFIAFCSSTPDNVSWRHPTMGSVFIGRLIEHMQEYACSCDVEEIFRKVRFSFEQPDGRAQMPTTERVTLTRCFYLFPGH
Tau fil binding – tau filament binding. P10636. recombinant tau filaments, thioflavin S fluorescence, 15 h; filaments grown with octadecylsulfate alongside compound. Potency, µM (titrated, usually from 57.1 µM), without a hit: at the highest dose activity change, negative = inhibition. 2% of 71,000 active. AID 596;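 further: potency means the concentration at half of the fitted maximal effect; on the % scale 0 is the no-effect control and ±100 the full control effect; actives lower thioflavin S fluorescence by blocking filaments or displacing dye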
Target sequence (P10636 whole entry, looked up): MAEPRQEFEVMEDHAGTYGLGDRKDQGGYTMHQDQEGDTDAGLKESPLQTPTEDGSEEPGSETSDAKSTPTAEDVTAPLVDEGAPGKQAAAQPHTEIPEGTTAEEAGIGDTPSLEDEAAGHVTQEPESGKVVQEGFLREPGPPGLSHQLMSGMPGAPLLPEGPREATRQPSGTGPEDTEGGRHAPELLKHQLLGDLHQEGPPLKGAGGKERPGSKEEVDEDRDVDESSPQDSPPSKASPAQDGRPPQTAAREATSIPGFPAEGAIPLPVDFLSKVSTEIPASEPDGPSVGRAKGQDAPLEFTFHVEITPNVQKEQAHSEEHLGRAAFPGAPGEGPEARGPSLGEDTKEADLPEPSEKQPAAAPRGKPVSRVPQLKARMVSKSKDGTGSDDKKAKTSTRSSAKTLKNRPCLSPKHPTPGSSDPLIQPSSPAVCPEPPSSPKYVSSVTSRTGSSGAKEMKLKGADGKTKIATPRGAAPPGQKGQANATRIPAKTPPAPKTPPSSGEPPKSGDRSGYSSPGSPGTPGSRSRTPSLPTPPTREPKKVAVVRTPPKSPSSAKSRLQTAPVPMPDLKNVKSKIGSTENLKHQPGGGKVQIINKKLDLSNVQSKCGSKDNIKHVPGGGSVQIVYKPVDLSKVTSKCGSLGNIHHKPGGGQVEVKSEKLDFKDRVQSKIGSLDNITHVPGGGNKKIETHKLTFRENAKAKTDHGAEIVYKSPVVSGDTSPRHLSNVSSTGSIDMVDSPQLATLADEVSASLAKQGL
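His-tagged recombinant human tau (exons 2, 3 and 10 included), 1 uM, was induced to fibrillize by 30 uM sodium octadecylsulfate with compound present. After 15 h at 37 C, thioflavine S fluorescence (ex 450, em 510 nm) was read.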
HEK293 cAMP ctrl – raises cAMP in parental HEK293 cells, TSHR agonist counter-screen. parental HEK293 CNG cAMP sensor, membrane potential fluorescence. Potency, µM (highest dose often 57.1 µM), for inactives: at the top dose activation, actives largely listed as activators. 2.5% of 73,000 active. AID 938; further: potency means the concentration at half of the fitted maximal effect; % of control where 0% means no effect; nearly all actives have a fitted effect of over 55% in size
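Counterscreen for endogenous-receptor signalling: CNG-channel HEK 293 cells report cAMP rise by membrane depolarization. After 60 min dye equilibration with 100 uM RO 20-1724, compounds incubated 30 min before bottom-read fluorescence at 590 nm.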
TexasRed autofl – compounds fluorescent in Texas Red spectral region; Compound fluorescence, Texas Red channel, 547/618 nm; active compounds read high; max dye-equivalent concentration, M; 0.06% of 59,000 active; AID 587; in the data active means max dye-equivalent concentration above about 10 nM; inconclusive means between about 1.1 nM and that limit
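Fluorescence at ex 547/em 618 nm, normalized against an on-plate Texas Red standard series to give dye-equivalent concentration per compound concentration. Buffer 100 mM Tris, pH 8.0; 15 min RT incubation before CCD imaging.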
USP2a inhib – blocks human ubiquitin-specific protease USP2a; O75604; USP2a enzymatic assay, qHTS inhibition; Potency, µM (highest dose often 38.3 µM), inactives show at the highest dose activity change, negative = inhibition, hits mostly inhibitors; 0.1% of 60,000 active; AID 927;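 further: potency means the concentration at half of the fitted maximal effect; nearly all actives have a fitted effect of over 60% in size; plate controls were DMSO for no effect and NEM full inhibition control for full effect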
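USP2 core (20nM final) preincubated 30 min RT with compound, then Ub-PLA2 20nM and NBD C6-HPC 20uM final added; buffer 20mM Tris-HCl pH 8.0, 2mM CaCl2. Fluorescence Ex 460/Em 535 read at 0 and 2.5 h; normalized to NEM.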
HADH2 inh – blocks human hydroxyacyl-CoA dehydrogenase type II; 3.4% of 73,000 active; recombinant HADH2, NADH fluorescence, beta-hydroxybutyryl-CoA; Q99714; Potency, µM (series often up to 57.1 µM), inactives show at the top dose activity change, negative = inhibition, actives largely listed as inhibitors; further: potency means the concentration at half of the fitted maximal effect; on the % scale 0 is the no-effect control and ±100 the full control effect; nearly all actives have a fitted effect of over 60% in size; many of its hits are not listed in these tables
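20 nM HADH2 + cpd, 15 min RT; add 1 mM NAD+/90 uM beta-hydroxybutyryl-CoA; kinetic fluorescence 360/450 nm, 4 min. Tris-HCl pH 9.0, 0.01% Tween-20.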
Luciferase inh – inhibitors of firefly luciferase; P08659; purified firefly luciferase, luminescence, 8 min; Potency, µM (doses to about 57.1 µM), without a hit: at the top dose activity change, negative = inhibition, usual class: inhibitors; 2.2% of 72,000 active; further: potency means the concentration at half of the fitted maximal effect; on the % scale 0 is the no-effect control and ±100 the full control effect; nearly all actives have a fitted effect of over 40% in size
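Firefly luciferase (PKLight detection mix) with 10 uM ATP in pH 7.2 imidazole buffer (KCl, MgCl2, Tween 20, BSA). Compounds tested across a concentration series (qHTS). Luminescence read after 8 min at ambient temperature.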
Caspase-7 inhib – caspase-7 (human) inhibition, allosteric or competitive; 0.02% of 75,000 active; recombinant caspase-7, Ac-DEVD-AFC fluorescence rate; AID 889; P55210; Potency, µM (top dose mostly 57.5 µM), for inactives: at the highest dose activity change, negative = inhibition, actives largely listed as inhibitors; active means well fitted inhibition curve with a large enough effect in the main read-out, with a control signal flat, not every such curve was filed as active; inconclusive means small, poorly fitted or top-dose-only effect, or a change in a side signal; further: potency means the concentration at half of the fitted maximal effect; % of control where 0% means no effect
Rhodamine fluor – rhodamine region autofluorescence; AID 594; Rhodamine-region fluorescence, 547/598 nm, Tris buffer; active compounds read high; max dye-equivalent concentration, M; 0.05% of 59,000 active; in the data active means max dye-equivalent concentration above about 11 nM; inconclusive means between about 1.1 nM and that limit
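Read-out is relative fluorescence at 547 nm excitation and 598 nm emission, expressed as dye-equivalent concentration using rhodamine standards on every plate. Each compound was profiled across a concentration series after 15 min in 100 mM Tris, pH 8.0.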
Fluorescein fluor – compound fluoresces in the fluorescein spectral region. 0.91% of 59,000 active. Compound autofluorescence, 480/540 nm, fluorescein-equivalent; active compounds read high. AID 593. max fluorescein-equivalent concentration, M; in the data active means max fluorescein-equivalent concentration above about 10 nM; inconclusive means between about 1.1 nM and that limit
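Compounds (23 nL) in 100 mM Tris pH 8.0, 15 min at room temperature, then fluorescence read at 480 nm excitation/540 nm emission. Signal converted to fluorescein-equivalent concentration from an on-plate fluorescein standard curve.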
Active calls of the source: *; i = inactive; u = inconclusive; x = not tested or not shown; [ ] = dose if it differs, or a comment. Unless noted, the call rests on the fitted dose curve; in most records, active means well fitted curve in the direction sought with a large enough effect; inconclusive means small, poorly fitted or top-dose-only effect, or another doubt; inactive means no such curve, though single readings can be large; an effect the other way counts as inactive or inconclusive. Some of the compounds tested; the hit share may differ from the screen's.

SMILES	ERK AVP inh	Casp1 inh	Tau fil binding	HEK293 cAMP ctrl	TexasRed autofl	USP2a inhib	HADH2 inh	Luciferase inh	Caspase-7 inhib	Rhodamine fluor	Fluorescein fluor
CC(C)CCNC(=O)CN(CC1CCCO1)C(=O)CCC(=O)Nc1nccs1 (configuration not stated)	-7%	0%	-9%	8%	i	x	2%	0%	2%	i	i
CCNc1nc(NCC)n2c(SCC(=O)O)nnc2n1	-22%	-1%	-6%	14%	i	5%	-2%	3%	0%	i	i
CCCOc1ccccc1Cn1c(=O)oc2ccc(C)cc21	73%[activator]	-1%	8%	13µM*	u	-11%	-15%	-39%	6%	i	u
O=C(O)CCn1c(SCc2ccccc2)nc2ccccc21	-18%	-2%	1%	2%	x	6%	1%	-5%	-2%	x	x
O=c1[nH]c2cc(Cl)cc(Cl)c2[nH]c1=O	3%	-1%	-21%	1%	i	10%	u	-1%	1%	i	u
O=c1[nH]c(=S)c2[nH]c(=O)n(-c3ccccc3)c2[nH]1	-15%[11.5 µM]	0%[11.5 µM]	12%[11.4 µM]	u	i	x	u	0%[11.4 µM]	1%[11.5 µM]	i	u
CCCCCn1c(=O)[nH]c2cc(C(=O)O)ccc2c1=O	21%	-1%	3%	-2%	i	-3%	-7%	-1%	1%	i	i
COc1cccc(-c2cc(C(=O)N3CCN(C(c4ccccc4)c4ccccc4)CC3)no2)c1	11%	-1%	8%	22%	i	35%[activator]	4%	4%	1%	i	i
COCC(C)NC(=O)c1cc(-c2ccccc2OC)on1 (configuration not stated)	2%	3%	2%	-1%	u	-4%	5%	-12%	1%	i	i
COc1ccc(OC)c(S(=O)(=O)NCc2cccnc2)c1	-4%	0%	1%	13%	i	3%	7%	6%	0%	i	i
CCN(CC)S(=O)(=O)c1ccc2c(c1)nc(SCn1nnc3ccccc3c1=O)n2CC	7%	0%	-22%	u	i	9%	-1%	3%	-2%	i	u
O=C1C(C=NCCCN2CCOCC2)=C(O)c2ccccc21	1%	3%	-8%	10%	x	x	-17%	-2%	-4%	x	x
O=C(CSc1nnc(SCc2ccc(Cl)cc2)s1)N1CCN(C(=O)c2ccco2)CC1	-3%	0%	-6%	21%	i	13%	-2%	4µM*	-1%	i	u
CC1C(O)=C(c2nc3ccccc3[nH]2)C(=N)N1c1ccccc1 (configuration not stated)	-5%	-1%	-8%	5%	i	10%	-2%	25µM*	-1%	i	i
CC[C@]1(c2ccccc2)NC(=O)N(C)C1=O	1%[25.7 µM]	-1%[25.7 µM]	2%[25.6 µM]	0%[25.6 µM]	i	-8%[17.1 µM]	-3%[25.6 µM]	-1%[25.5 µM]	-1%[25.7 µM]	i	u
Cc1cc(C(=O)OCC(=O)N(C)C2CCS(=O)(=O)C2)c(C)n1-c1ccccc1 (configuration not stated)	-3%	-3%	2%	9%	i	6%	-4%	1%	-3%	i	i
COC(=O)c1ccc(C(NC(=O)OCc2ccccc2)/C(C)=C/[C@@H](C)C(=O)NCCO)cc1 (some centres not stated)	-7%	-4%	-19%	21%	x	x	23%	x	-3%	x	x
O=C(Nc1ccc2c(c1)OCCO2)C1CCCN(S(=O)(=O)c2cccnc2)C1 (configuration not stated)	-5%	2%	6%	7%	x	x	2%	0%	1%	x	x
N=C1Sc2ccccc2C2=NCCCN12	-13%	1%	-7%	3%	i	-4%	u	3.2µM*	0%	i	u
COc1ccc(O)c(-c2cn[nH]c2-c2cccs2)c1	-16%	0%	-2%	-4%	i	-2%	-20%	-3%	-1%	i	i
Cn1c(NC(=O)c2cc(-c3ccc4c(c3)OCO4)nc3ccccc23)cc(=O)n(C)c1=O	24%	1%	-12%	0%	i	27%	74%[activator]	2.5µM*	-2%	i	i
O=C(CSc1nc(O)c(C2CCCCC2)c(=O)[nH]1)Nc1ccc(Cl)cc1	-29%	0%	2%	2%	i	4%	-10%	-5%	1%	i	i
Cc1cc(C)nc(SCC(=O)N2CCOCC2)n1	13%	-1%	11%	-6%	x	-6%	0%	2%	1%	x	x
CC(C)OCCCNc1nc2c(c(=O)n(Cc3ccccc3F)c(=O)n2C)n1C	-4%	-1%	9%	0%	u	17%	-1%	4%	0%	i	u
Cc1cc(C(=O)COC(=O)C2=COCCO2)c(C)n1-c1ccc2c(c1)OCO2	5%	0%	-13%	u	i	21%	6%	-17%	-3%	i	i
Cc1oc(-c2ccccc2F)nc1CS(=O)CC(=O)NCc1ccc2c(c1)OCO2 (configuration not stated)	-10%	-5%	8%	6%	x	x	-11%	2%	-2%	x	x
C=CCN1C(=O)C(C)(C)N(C(C)=O)c2ccccc21	1%	0%	10%	6%	x	3%	-7%	4%	-1%	x	x
Cc1nn(-c2cccc(C(=O)O)c2)c(C)c1Oc1ccccc1O	-9%	0%	10%	6%	i	4%	-10%	1%	2%	i	i
O=C(Cn1c(=O)sc2ccccc21)Nc1nc2c(s1)CCCC2	-19%	-2%	6%	-3%	i	10%	-2%	3%	2%	i	u
CCc1c(C)nc2ncnn2c1N1CCCC(C(=O)NCc2ccco2)C1 (configuration not stated)	-7%	-3%	0%	3%	u	x	14%	0%	4%	i	i
O=C(C[N+]12CN3CN(CN(C3)C1)C2)c1ccc(-c2ccccc2)cc1	5%[11.5 µM]	0%[11.5 µM]	3.2µM*	-3%[11.4 µM]	i	x	16%[11.4 µM]	-1%[11.4 µM]	-1%[11.5 µM]	i	u
Nc1ccccc1NC1=CC(=O)CC(c2ccco2)C1 (configuration not stated)	u	-3%	16µM*	2%	i	15%	-12%	-5%	-21%	i	u
COC(=O)c1ccc(N2C(=O)CC(Sc3n[nH]c(C)n3)C2=O)cc1 (configuration not stated)	8%	-4%	-3%	-1%	x	21%	-18%	0%	2%	x	x
CCOc1ccccc1C1C(C#N)=C(N)Oc2cc(C)n(Cc3ccccn3)c(=O)c21 (configuration not stated)	-17%	-6%	8%	2%	i	3%	u	2%	-6%	i	u
COC(=O)c1cc(OC)c(OC)cc1NC(=O)CC1CCCCC1	-15%	-1%	3%	u	u	14%	138%[activator]	0%	-4%	i	u
O=C1c2cccnc2C(=O)N1c1ccccc1-c1ccccc1	-5%	-3%	9%	0%	i	-2%	u	1%	1%	i	i
CCN1CCN(C(=O)C2CCN(Cc3nc(-c4cccc(Cl)c4)oc3C)CC2)CC1	-1%	-1%	4%	13%	x	x	5%	2%	0%	x	x
COC(=O)c1ccccc1NC(=O)C1CCCN(S(=O)(=O)c2ccccc2)C1 (configuration not stated)	-25%	-3%	7%	29%	i	6%	18%	-1%	-2%	i	u
Cc1cc(C(F)F)n2nc(C(=O)Nc3ccccc3Br)nc2n1	-10%	-3%	-12%	13%	i	109%[activator]	5%	1%	-7%	i	u
Nc1c(O)cccc1C(=O)C[C@@H](N)C(=O)O	-1%[25.7 µM]	-3%[25.7 µM]	4%[25.6 µM]	-1%[25.6 µM]	i	-6%[17.1 µM]	-21%[25.6 µM]	2%[25.5 µM]	-2%[25.7 µM]	i	u
O=C(C1CCC1)N1CCc2cc(S(=O)(=O)NCCN3CCN(c4ccccc4F)CC3)ccc21	4%	0%	-7%	27%	i	29%	1%	0%	-1%	i	i
Cc1cccc(Nc2ncc3c(n2)CC(C)CC3=O)c1 (configuration not stated)	-26%	-1%	-5%	11%	i	12%	9%	u	-1%	i	u
Nc1ccc(Cl)cc1Cl	-9%	-1%	12%	-29%	x	x	3%	x	-1%	x	x
COc1ccc(N=c2oc3c(OC)cccc3cc2C(=O)NCc2ccco2)c(OC)c1	-15%	-2%	1.3µM*	u	i	98%[activator]	2%	0%	-1%	i	u
COc1ccccc1N1CCN(C(=O)N2CCOCC2)CC1	-3%	0%	-3%[11.4 µM]	0%[11.4 µM]	x	4%[7.66 µM]	5%[11.4 µM]	-5%	1%	x	x
CCOc1ccccc1/C=c1\sc2ncnn2c1=O	0%	-2%	-10%	6%	i	-2%	3%	3%	-2%	i	i
COC(=O)N1CCC2(CCCN(Cc3ccccc3OC)C2)CC1	-8%	-3%	-8%	22%	i	12%	17%	-1%[11.4 µM]	1%	i	i
CC(=O)Nc1ccc(S(=O)(=O)N2CCN(C(C)CCc3ccccc3)CC2)cc1 (configuration not stated)	-6%	-1%	30%	4%	x	32%[activator]	-3%	-2%	0%	x	x

Compound activity: PubChem BioAssay, National Center for Advancing Translational Sciences (NCATS)
